HCMV antiviral: human cytomegalovirus inhibition. activity change, negative = inhibition, % at 57.5 µM. hit rate 4.5% among 410,000. HFF cells, HCMV-luciferase reporter, 72 h; hits give low values. AID 1259415; in the data active = activity change below about -60%; inconclusive = no clear call, values can overlap the other calls; inactive = above about -39%
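Two-dose cell screen: HFF monolayers treated with compounds and infected with luciferase-expressing HCMV at 1 PFU/cell, 72 h at 37C, then lysed for luciferase measurement.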
AmpC inh detg: AmpC beta-lactamase inhibition with detergent present; P00811; AmpC hydrolysis of nitrocefin, absorbance 480 nm, 0.01% Triton; Potency, µM (titrated, usually from 114 µM), without a hit: top-dose activity change, negative = inhibition, most hits filed as inhibitors; hit rate 0.041% among 370,000;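 also: potency is read from the fitted curve at half-maximal effect; 0% = no-compound wells and -100% = no-enzyme wells; nearly all actives have a fitted effect of over 25% in size; some results filed as inactive show a strong effect at the top dose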
Target sequence (P00811 whole entry, looked up): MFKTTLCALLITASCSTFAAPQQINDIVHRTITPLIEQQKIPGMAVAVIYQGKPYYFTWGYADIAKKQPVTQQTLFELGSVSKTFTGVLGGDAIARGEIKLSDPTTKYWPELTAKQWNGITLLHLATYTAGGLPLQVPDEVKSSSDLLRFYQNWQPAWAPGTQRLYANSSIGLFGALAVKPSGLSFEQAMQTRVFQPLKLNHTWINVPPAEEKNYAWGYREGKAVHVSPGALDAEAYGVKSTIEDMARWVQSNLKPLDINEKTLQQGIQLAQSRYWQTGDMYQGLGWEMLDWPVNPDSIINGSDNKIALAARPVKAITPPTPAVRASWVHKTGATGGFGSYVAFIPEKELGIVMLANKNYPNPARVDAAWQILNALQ
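AmpC (5.3 nM in the dispensed reagent) in 20 mM phosphate pH 7.0 with 0.01% (detergent screen) or 0.0001% Triton X-100 was preincubated with compounds for 15 min at room temperature. Nitrocefin was then added from an 800 uM solution, and hydrolysis was followed at 480 nm.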
HCV inh: HCV inhibition; hit rate 3.4% among 340,000; Potency, µM (series often up to 41.8 µM), inactives show top-dose activity change, negative = inhibition, actives largely listed as inhibitors; Huh7.5.1 HCVcc-Cre infection, luciferase reporter, 44 h; also: potency is read from the fitted curve at half-maximal effect
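After 44 h co-culture of compound, cells and HCVcc-Cre (~0.5 moi), substrate is added for 15 min at room temperature and luciferase measured over 15 sec. Cells were seeded at 1,000/well and pre-cultured 4 h.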
FBPA Giardia inh: Giardia lamblia aldolase inhibition; purified Giardia FBPA; A8B2U2; Potency, µM (titrated, usually from 59.6 µM), for inactives: at the highest dose activity, negative = inhibition, most hits filed as inhibitors; hit rate 0.71% among 290,000; also: potency is read from the fitted curve at half-maximal effect; nearly all actives have a fitted effect of over 55% in size
Target sequence (A8B2U2 whole entry, looked up): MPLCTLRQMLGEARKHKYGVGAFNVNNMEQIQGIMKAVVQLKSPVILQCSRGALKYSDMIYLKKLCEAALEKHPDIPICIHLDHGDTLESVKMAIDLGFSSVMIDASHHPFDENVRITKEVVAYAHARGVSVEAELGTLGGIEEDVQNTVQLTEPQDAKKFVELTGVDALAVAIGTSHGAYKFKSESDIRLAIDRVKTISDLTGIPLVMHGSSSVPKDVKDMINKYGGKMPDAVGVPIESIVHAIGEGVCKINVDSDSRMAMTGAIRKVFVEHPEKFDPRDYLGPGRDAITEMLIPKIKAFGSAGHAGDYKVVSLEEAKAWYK
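40 nM FBPA preincubated 10 min at RT with compound (up to 57.5 uM final), then substrate plus GAPDH/TPI/NAD/arsenate coupling and diaphorase/resazurin added. Fluorescence read after 20 min at RT, 525/598 nm.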
Sm TGR block: S. mansoni TGR enzyme inhibition; hit rate 3% among 360,000; AID 485364; purified TGR, DTNB reduction, TNB absorbance 405 nm; Q962Y6; Potency, µM (top dose mostly 114 µM), inactives show at the top dose activity change, negative = inhibition, actives largely listed as inhibitors; also: potency is read from the fitted curve at half-maximal effect; nearly all actives have a fitted effect of over 60% in size
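Kinetic colorimetric format: TGR-catalysed, NADPH-driven DTNB reduction monitored via TNB absorbance. Enzyme dispensed at 20 nM; compound exposure 15 min at room temperature before reaction start.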
AMA1 RON2 block: inhibitors of Plasmodium falciparum AMA1-RON2 interaction | AID 720542 | hit rate 0.2% among 360,000 | Potency, µM (doses to about 58.2 µM), for the others: at the highest dose activity change, negative = inhibition, most hits filed as inhibitors | AlphaScreen AMA1-biotinylated RON2 peptide binding;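 also: potency is read from the fitted curve at half-maximal effect; 0% = vehicle wells and -100% = peptide control; nearly all actives have a fitted effect of over 45% in size; some results filed as inactive show a strong effect at the top dose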
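AMA1 (3D7) with his tag at 25 nM final met compounds first, then biotinylated RON2 peptide at 25 nM; detection used donor plus acceptor beads, 10 µg/mL apiece, read by AlphaScreen after 30 min at room temperature.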
* hit, by the source's call; u = inconclusive; x = no result given; & = joins results of further samples; [ ] = remark or other dose. Unless noted, calls follow the shape of the dose curve; as a rule, active = well fitted curve in the direction sought with a large enough effect; inconclusive = small, poorly fitted or top-dose-only effect, or another doubt; inactive = no such curve, though single readings can be large; an effect the other way counts as inactive or inconclusive. Unless noted, % is scaled to controls: 0 for no effect and ±100 for the full control effect.

Results follow in this order: HCV inh	HCMV antiviral	FBPA Giardia inh	AMA1 RON2 block	Sm TGR block	AmpC inh detg
1) CCOC(=O)c1c(C)[nH]c(C(=O)CN2C(=O)NC(C)(c3ccc4ccccc4c3)C2=O)c1C (configuration not stated)
 : x	-25	-9%	-13%	6%	u
2) NC(=O)c1ccc(NC(=O)COC(=O)CCN2C(=O)c3ccccc3C2=O)cc1
 : 23%	-22	x	7%[11.6 µM]	x	x
3) Cc1ccc(S(=O)(=O)N2CCc3cc4c(cc3C2C)OCCCO4)cc1 (configuration not stated)
 : u	-21	x	-3%	5%	-2%
4) Cc1ccc(O)c(CN2CCC3CCC(C3)C2)c1 (configuration not stated)
 : 17%	-1	x	-2%	x	x
5) CCCCOP(=O)(c1ccc(N(C)C)cc1)C(O)c1ccncc1 (configuration not stated)
 : 20%	20	-1%	-5%	11%[11.4 µM]	-6%
6) CCC(=O)NC1=C(NC(C)c2ccccc2)C(=O)c2ccccc2C1=O (configuration not stated)
 : -2%	-10	u	-14%	u	-1%
7) O=C(COc1cc(O)c2c(=O)c3ccccc3oc2c1)OCc1ccccc1
 : u	-28	8%	-13%	48%[activator]	u
8) COc1ccc(-c2nn(-c3ccccc3)cc2C(=O)O)cc1OC
 : 19%	52	1%	5%	-4%	1%
9) COC(=O)C1CCN(C(=O)C2CCN(C(=O)[C@@H](NS(=O)(=O)c3ccc(C)cc3)C(C)C)CC2)CC1
 : 16%	14	15%	0%	-11%	u
10) Cc1cc(-c2n[nH]c(=S)n2Cc2ccco2)nn1C
 : 24%	-13	-24%	50%[activator]	-15%	u
11) COc1ccc(CN(C)c2ccc(-c3nc(-c4ccc(OC)c(OC)c4)no3)cc2[N+](=O)[O-])cc1
 : x	4	x	x	-13%	3%
12) CCN1CCN(c2cc(C)c3cc(NC(=O)c4ccc5c(c4)OCO5)ccc3n2)CC1
 : u	-18	5%	5%	-9%	-10%
13) CCOCC(=O)Nc1cc([N+](=O)[O-])ccc1OC
 : u	-12	3%	-8%	-5%	6%
14) O=C(c1ccccc1O)N1N=C(C(F)(F)F)CC1(O)c1ccc([N+](=O)[O-])cc1 (configuration not stated)
 : -8%	-102*	0%	71%[activator]	-15%	4%
15) CC(=O)c1sc(NC(C)c2ccccc2)nc1C (configuration not stated)
 : 3%	13	2%	6%	3%	0%
16) COc1ccc(NC2=C(C(C)=O)C(c3ccccc3)C(C(C)=O)C(C)(O)C2)cc1 (configuration not stated)
 : 12%	16	-1%	-10%	-2%	-2%
17) O=C(CSc1nc2c(cnn2-c2ccc(F)cc2)c(=O)[nH]1)N1CCOCC1
 : 9%	5	-4%	0%	0%	3%
18) O=C(Nc1cc(Cl)ccc1N1CCOCC1)c1cccnc1
 : -26%	-8	x	-8%	-3%	4%
19) COc1ccc(OC)c2c1sc(=NC(=O)C1COc3ccccc3O1)n2C (configuration not stated)
 : -1%	-11	4%	15%	-7%	3%
20) CC(=O)N(CCc1ccccc1C)Cc1cc2cc3c(cc2[nH]c1=O)OCO3
 : 10%	7	0%	-1%	1%	5%
21) O=S(=O)(Cc1ccc(Cl)cc1)NCc1ccc2c(c1)OCO2
 : -5%	-27	x	-4%	0%	5%
22) Cc1cc(=O)oc2ccc(OC(=O)CC(C)C)cc12
 : 0%	139	-1%	-11%	5%	9%
23) Cc1cc(C)c(S(=O)(=O)N2CCCCCC2)cc1Br
 : 2%	u	8%	28%	10%	9%
24) COc1ccccc1C(=O)Nc1ccc2nc(SCC(=O)N(C)c3ccccc3)sc2c1
 : x	-65*	x	x	-2%	15%
25) O=C(CCl)Nc1cccc(Oc2ccccc2)c1
 : u	-97*	-8%	4%	11µM*	-14%
26) CCOc1ccccc1C(=O)NCC(=O)OCC(=O)NCCc1ccc(S(N)(=O)=O)cc1
 : 8%	13	0%	0%	-4%	u
27) COc1ccc(NC(=S)NCc2cccn2C)cc1
 : u	70	-10%	10%	-9%	-6%
28) COC(=O)c1ccc(C(c2c(N)n(CC(C)C)c(=O)[nH]c2=O)N2CCN(c3ccccc3)CC2)cc1 (configuration not stated)
 : 0%	-6	-1%	-10%	u	-11%
29) NCC1(CC(=O)O)CCCCC1
 : -8%[8.37 µM]	x	1%	x	u	-1%
30) COc1ccc2c(c1)c1c(c(=O)n(-c3ccccc3)c(=O)n1CC(=O)Nc1ccc(F)cc1)n2C
 : x	1	x	x	-1%	10%
31) CC(C)OC(=O)C1C(=O)CC(C)(O)C(C(=O)OC(C)C)C1c1cccnc1 (configuration not stated)
 : 8%	-13	2%	0%	4%	-6%
32) CC1(C)CC2CC(C)(CN2C(=O)c2cccs2)C1 (configuration not stated)
 : 10%	1	2%	11%	-3%	0%
33) COc1ccc(C(=O)c2ccc(Cl)cc2)c(OC)c1OC
 : -8%	2	x	-23%	x	x
34) CCN1C(=O)/C(=C/C2=Cc3ccccc3OC2C)SC1=S (configuration not stated)
 : -9%	6	4%	u	3%	-13%
35) C/C(CC(=O)Nc1ccccc1C#N)=N\NC(=O)c1ccncc1
 : 12%	u	-21%	84%[activator]	-12%	-5%
36) S=c1[nH]nc(COc2ccccc2)n1/N=C/c1ccco1
 : 13%	u	-11%	40%[activator]	9%	-1%
37) CC1Sc2ccc(S(=O)(=O)NCc3ccccc3)cc2NC1=O (configuration not stated)
 : -4%	-7	x	-5%	-8%	0%
38) CCCCn1nnnc1SCC(=O)NNC(=O)c1ccco1
 : 12%	-15	4%	16%	12%	5%
39) C[C@]12CCC(=O)C=C1C=CC1C2CC[C@@]2(C)C1CC[C@@H]2O (some centres not stated)
 : -9%	-12	x	-4%	x	x
40) CCOC(=O)N1CCN(C(=O)c2sc3nc(-c4ccc(F)cc4)cn3c2C)CC1
 : -17%	-21	-1%	-16%	-10%	0%
41) CCOC(=O)CSc1nnc(CCCCCN2C(=O)c3cccc4cccc(c34)C2=O)o1
 : 10%	-33	-1%	0%	-2%	-2%
42) O=C(NC1CCCN(Cc2ccc(Cl)cc2)C1)c1ccccc1-c1ncc[nH]1 (configuration not stated)
 : -27%	-2	u	11%	-8%	u
43) COc1ccc2cc(C(=O)N3CCN(c4ccccc4F)CC3)[nH]c2c1
 : 9%	-31	0%	2%	11%	0%
44) COC(=O)c1ccccc1NC(=O)c1cc(C)no1
 : -10%	37	-9%	15%	27%	2%
45) Cc1cc(=O)[nH]c(SCC(=O)Nc2ccc3c(c2)OCCO3)n1
 : 8%	-30	-4%	4%	3%	-3%
46) Cc1cc(C(=O)NNC2CC(=O)N(c3ccc4ccccc4c3)C2=O)c(C)o1 (configuration not stated)
 : 20%	-11	4%	3%	0%	1%
47) CCOC(=O)N/N=C(C)/C=C/c1ccccc1
 : u	-31	5%	1%	6%	-15%
48) Cc1nc(NC(=O)CSc2nnc(-c3ccncc3)n2C)sc1C
 : 17%	-11	x	31%[activator]	22%	1%
49) CCc1ccc(NC(=O)c2cc3c(COC(C)=O)cnc(C)c3oc2=O)cc1
 : x	10	x	x	1%	2%
50) COc1ccc(C(=O)NCCc2ccccn2)cc1S(=O)(=O)Nc1ccc(Br)cc1
 : u	3	x	0%[11.6 µM]	1%	7%

Only AMA1 RON2 block, for 4 of the compounds above:
No.	SMILES	AMA1 RON2 block
42	O=C(NC1CCCN(Cc2ccc(Cl)cc2)C1)c1ccccc1-c1ncc[nH]1 (configuration not stated)	11%
43	COc1ccc2cc(C(=O)N3CCN(c4ccccc4F)CC3)[nH]c2c1	2%
44	COC(=O)c1ccccc1NC(=O)c1cc(C)no1	15%
45	Cc1cc(=O)[nH]c(SCC(=O)Nc2ccc3c(c2)OCCO3)n1	4%

New compounds follow
Results follow in this order: HCV inh	HCMV antiviral	FBPA Giardia inh	AMA1 RON2 block	Sm TGR block	AmpC inh detg
51) Cc1cc2c(cc1S(=O)(=O)N1CCCCC1)OCC(=O)N2
 : 5%	70&-11	-1%	-1%	6%&-13%	-7%&3%
52) Cc1cccc(N2CCN(C(=O)NC(C)c3ccc(F)c(F)c3)CC2)c1C (configuration not stated)
 : 10%	8	-6%	5%	1%	5%
53) CCN(C(=O)CSc1nnc(-c2ccc(OC)cc2)n1N)c1c(N)n(Cc2ccccc2)c(=O)[nH]c1=O
 : 14%	0	x	14%	x	x
54) O=S(=O)(c1cc(Cl)ccc1Cl)N1CCN2CCCC2C1 (configuration not stated)
 : -9%	-6	1%	4%	2%	6%
55) O=C(CSc1nc2ccsc2c(=O)n1Cc1ccccc1)NCc1ccco1
 : 8.9µM*	15	6%	-1%	-24%	-9%
56) Cc1cccc(NC(=O)CN2C(=O)S/C(=C\C(=O)Nc3ccc(Cl)cc3)C2=O)c1
 : 5%	u	2%	-8%	-1%	-13%
57) Cc1cc(C)nc(N2Cc3ccccc3C2=N)n1
 : 0%	u	0%	4%	11%	5%
58) Fc1ccc(-c2nnc(NC3=NCCCCC3)o2)cc1
 : -15%	-83*	-7%	-4%	-33%	u
59) COc1cccc(NC(=O)n2ncc3c(C)cccc32)c1
 : -9%	58	-4%	-1%	6%	-11%
60) CCN(CC(=O)Nc1ccc(NC(C)=O)cc1)S(=O)(=O)/C=C/c1ccccc1
 : -1%	23	x	-3%	x	x
61) COc1ccccc1N1CCN(C(=O)CCS(=O)(=O)c2ccc3c(c2)NC(=O)C(C)S3)CC1 (configuration not stated)
 : 0%	-27	3%	14%	-26%	-1%
62) COc1cccc(C=O)c1OCCCOc1cccc2cccnc12
 : -6%	98	-16%	18%	u	3%
63) NS(=O)(=O)c1ccc(N2CCNCC2)cc1
 : 11%	-27	2%	1%	x	4%
64) O=C(Nc1ccc(Br)cc1)c1cc2ccccn2n1
 : u	-19	-13%	-15%	-7%	-8%
65) Cc1ccc(S(=O)(=O)c2cc3cc(C(=O)O)ccc3oc2=O)cc1
 : x	32	x	x	3%	11%
66) Cc1ccc(CNC(=O)c2ccc(-n3cnc4cccnc43)cc2)cc1
 : x	-14	x	x	-1%	19%
67) O=C(Nc1ccc(Cl)cc1)c1cncs1
 : 4%	28	9%	0%	11%	9%
68) COCc1c(Br)c(C)nc(OCC(=O)N/N=C/c2ccco2)c1C#N
 : -5%	-21	-2%	45%[activator]	-19%	-2%
69) O=C(Cn1cnc2c(nnn2Cc2ccc(F)cc2)c1=O)NCc1ccc(F)cc1
 : u	-4	1%	6%	0%	4%
70) Cc1cc(OCC(=O)NNC(=S)NC(=O)c2ccc(Br)o2)ccc1Cl
 : -12%	69	x	124%[activator]	-17%	-6%
71) NC(=O)c1ccsc1NC(=O)COC(=O)C1CC2CCCC(C1)C2=O (configuration not stated)
 : 24%	0	7%	3%	-28%	-1%
72) COc1ccccc1-c1nc(S(=O)(=O)c2ccc(Cl)cc2)c(N(C)C)o1
 : 14%	-8	-22%	-5%	u	-1%
73) CCOC(=O)c1c(NC(=O)C2CC(Cl)=CCC2C(=O)O)sc2c1CCCCC2 (configuration not stated)
 : -18%	x	x	-8%	-17%	-4%
74) CC(=O)c1cccc(N2C(=O)CN(S(C)(=O)=O)CC2(C)C(=O)NC2CCCC2)c1 (configuration not stated)
 : x	u	x	x	2%	16%
75) O=C(CCCN1C(=O)/C(=C/c2cccs2)SC1=S)NNC(=O)c1ccc(F)cc1
 : 6%	u	6%	84%[activator]	3%	1%
76) COc1cccc(-n2c(SCC(=O)NCCc3ccccc3)nnc2-c2ccoc2C)c1
 : -6%	u	4%	4%	-25%	u
77) CC1CN(CC(=O)NC(C)c2ccccc2)CC(C)O1 (configuration not stated)
 : 12%	-33	3%	18%	2%	-9%
